Assay outcomes deposited in PubChem BioAssay by several laboratories.
Large T inhibition: SV40 large T antigen inhibitors, biochemical (AID 1903); SV40 large T antigen ATPase/helicase inhibition assay; higher % means a stronger effect; inhibition, % at 20 µM, or IC50 in µM where a hit was titrated; actives 0.39% (n = 310,000); in the data active = a potency from the dose series; inconclusive = inhibition mostly from about 32% at the one dose, without a potency; inactive = the rest, 99 in 100 with inhibition below about 32%; also: strong numbers were not always called active
NTR1 ag: agonists of NTR1, primary screen, imaging, U2OS cells, beta-arrestin-GFP, high content (AID 493036); P30989; NTR1-U2OS beta-arrestin-GFP spot imaging, agonist mode; activation, % at 20 µM; actives 0.17% (n = 330,000);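 active = activation at or above 40% of the spot to cytoplasm intensity ratio, with at least 20 cells analyzed; inconclusive = wells under 20 cells, flagged as cytotoxic or low count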;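 also: 0% = DMSO without peptide and 100% = 100 nM NTR1 peptide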
Target sequence (P30989 whole entry, looked up): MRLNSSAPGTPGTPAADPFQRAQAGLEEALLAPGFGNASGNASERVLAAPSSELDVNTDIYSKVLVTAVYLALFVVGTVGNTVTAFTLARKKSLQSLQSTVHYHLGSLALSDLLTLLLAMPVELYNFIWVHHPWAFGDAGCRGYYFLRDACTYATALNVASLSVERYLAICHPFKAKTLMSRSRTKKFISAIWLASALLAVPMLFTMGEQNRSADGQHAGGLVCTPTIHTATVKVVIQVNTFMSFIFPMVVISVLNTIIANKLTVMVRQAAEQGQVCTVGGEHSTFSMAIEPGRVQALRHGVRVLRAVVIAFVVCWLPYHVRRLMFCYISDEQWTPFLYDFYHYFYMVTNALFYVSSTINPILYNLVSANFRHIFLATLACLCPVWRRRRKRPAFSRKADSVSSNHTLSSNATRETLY
AID2073: inhibitors of Mint1-CaV2.2 protein interaction, biochemical, HTRF (AID 2073); HTRF protein-protein interaction, Mint1-CaV2.2; higher % means a stronger effect; inhibition, % at 20 µM, or IC50 in µM where a hit was titrated; actives 0.19% (n = 290,000); in the data active = inhibition mostly above about 51%, no sharp cut-off; inconclusive = no clear call, values can overlap the other calls; inactive = mostly below about 53%; also: some results filed as inactive read as strong as hits
Rac1 GTP hydrolysis: MgcRacGAP GTPase-activating activity inhibitors, confirmation, biochemical, ADP Hunter fluorescence. actives 0.6% (n = 340,000). MgcRacGAP-stimulated Rac1 GTP hydrolysis, ADP Hunter fluorescence; higher % means a stronger effect; GST-tagged Rac1 F28L mutant substrate. inhibition, % at 30 µM; hits with a dose series show IC50 in µM. AID 624330;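 active = first-screen hits whose inhibition reached a set limit at any dose in the follow-up dose series; inconclusive = inhibition above the set first-screen limit but never retested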;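 also: fluorescence reports GDP produced by GAP-driven GTP hydrolysis; strong numbers were not always called active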
Siah-1 displacement: Siah-1 peptide-binding antagonists, primary screen, biochemical, fluorescence polarization, rhodamine-plectin, uHTS (AID 1817) | Siah-1 / rhodamine-plectin peptide fluorescence polarization; higher % means a stronger effect | displacement, % at 20 µM, or IC50 in µM where a hit was titrated | actives 0.02% (n = 290,000);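 active = displacement of at least 50% at 20 µM, with a fluorescence ratio check between 0.3 and a set limit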;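 also: plate controls were Siah plus tracer with DMSO for no effect and tracer alone without Siah for full effect; strong numbers were not always called active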
RSV antiviral HEp-2: inhibition of RSV-induced cytopathic effect – HEp-2 cells, primary 10 µM value included (AID 2391); HEp-2 cells, RSV-induced CPE inhibition; higher % means a stronger effect; CPE inhibition, % at 10 µM, or IC50 in µM where a hit was titrated; actives 0.13% (n = 310,000); in the data active = a potency from the dose series; inconclusive = CPE inhibition mostly from about 23% at the one dose, without a potency; inactive = the rest, 99 in 100 with CPE inhibition below about 21%; also: strong numbers were not always called active
West Nile antiviral: West Nile virus antiviral activity, cell-based, CPE readout (AID 1621); West Nile virus-infected cells, CPE inhibition; higher % means a stronger effect; one-dose CPE inhibition, % at 10 µM; IC50 in µM for titrated hits; actives 0.02% (n = 290,000); in the data active = a potency from the dose series; inconclusive = CPE inhibition mostly from about 3.7% at the one dose, without a potency; inactive = the rest, 99 in 100 with CPE inhibition below about 2.2%; also: strong numbers were not always called active
K1F lysis inhibition: protection from phage-mediated lysis, alamar blue read-out – E. coli UTI89, K1F phage, bacterial capsule biogenesis inhibitors (AID 488966). actives 0.02% (n = 340,000). E. coli UTI89 K1F phage lysis, alamar blue, 2 h; higher % means a stronger effect. inhibition, % at 100 µM; hits with a dose series show IC50 in µM;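 active = phage lysis inhibition, versus mean bacterial control, above a set limit; inconclusive = no clear call, values can overlap the other calls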;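 also: capsule biogenesis inhibitors block K1F phage lysis so surviving cells raise fluorescence; higher fluorescence means more inhibition of phage lysis; actives were called in the ten point dose series up to 300 µM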
NS5 inhibitors: flavivirus cap methylation enzyme inhibition – biochemical, confirmation dose response, primary screen (AID 588689); Dengue-2 NS5 methyltransferase capping enzyme assay, biochemical; higher % means a stronger effect; inhibition, % at 25 µM; hits with a dose series show IC50 in µM; actives 0.3% (n = 340,000); in the data active = a potency from the dose series; inconclusive = inhibition above about 29% without an active follow-up result
NTR1 ag cell count 20 µM: second read-out of NTR1 ag, no call of its own (marks repeat the call); cell count; measured here: cell count, cytotoxicity flag
NS5 inhibitors pilot replicate: second read-out of NS5 inhibitors, no call of its own (marks repeat the call); inhibition, %; measured here: pilot screen replicate inhibition
* = called active by the depositor; ? = inconclusive; / = not tested or not shown; [ ] = another dose, or the depositor's remark.

SMILES | Large T inhibition | NTR1 ag | NTR1 ag cell count 20 µM | AID2073 | Rac1 GTP hydrolysis | Siah-1 displacement | RSV antiviral HEp-2 | West Nile antiviral | K1F lysis inhibition | NS5 inhibitors | others
O=C(NCC1CCCO1)C(c1ccncc1)N(Cc1ccc(F)cc1)C(=O)CN1C(=O)c2ccccc2S1(=O)=O (stereo unspecified) | 4% | 2.4 | 78 | -1% | 5% | 2% | 0.0% | -0.1% | 1.9%[50 µM] | -10%
Cc1ccc(/C=C/C(=O)N2CC(C)CC(C)C2)o1 (stereo unspecified) | 16% | 1.1 | 52 | 31% | 16% | 0% | 0.8% | -0.1% | -0.3% | 12%
COc1ccccc1C(CNc1ncnc2sc(C)c(C)c12)N(C)C (stereo unspecified) | 9% | 0.9 | 53 | 1% | 4% | 3% | 2.6% | -1.5% | 0.1% | -1%
S=C(NCc1ccc(Cl)cc1)NC1CCN(Cc2ccccc2)CC1 | -1% | 2.6 | 62 | -6% | 8% | 2% | 14% | -0.9% | -0.8% | -8%
CC(C)N(C(=O)/C=C/c1cccc([N+](=O)[O-])c1)C(C)C | 2% | -2.1 | 88 | -13% | 11% | 2% | 0.7% | -1.0% | 0.2% | -6%
COc1ccccc1NC(=O)CSc1nnc(COc2ccccc2OC)n1C | -3% | 0.9 | 79 | -7% | 3% | 6% | 0.2% | -0.1% | 1.4% | /
O=C1CC(N(CCc2ccccc2)C(=S)Nc2ccccc2)C(=O)N1c1ccc(Br)cc1 (stereo unspecified) | 8% | 60* | 32* | 0% | 1% | -2% | -2.3% | -1.8% | -1.6%[50 µM] | -3%
CCCn1c(N)c(N2CCCCC2)c(=O)n(CC(=O)Nc2ccc(OC(F)(F)F)cc2)c1=O | 9% | -0.8 | 46 | 11% | 11% | -1% | -0.7% | 0.1% | 0.3% | 9%
COc1ccccc1C(=O)OCCN=C1NS(=O)(=O)c2ccccc21 | 7% | 0.3 | 57 | 8% | -1% | 6% | 5.2% | 0.1% | 0.2% | -1%
COc1cc(Cl)c(CN2CCC(CCC(=O)NC3CC3)CC2)cc1OC | 10% | 0.8 | 63 | 4% | 0% | 0% | 0.4% | 0.9% | -0.8% | -2%
Cc1cccc(CSCc2ccc(C(=O)NC3CCCC3)o2)c1 | 6% | -0.5 | 68 | -1% | 1% | -2% | ? | -1.1% | -0.2% | -13%
Cc1sc2ncn(Cc3ccccc3F)c(=O)c2c1C | 5% | 0.0 | 82 | 5% | 14% | -1% | 12% | 0.1% | 0.1% | -2%
CCOC(=O)c1ccccc1NC(=S)N1CCN(C(=O)c2ccco2)CC1 | 5% | 18 | 41 | -18% | 4% | 0% | 1.2% | -0.1% | 1.4% | -3%
O=C1Nc2ccc(NS(=O)(=O)c3cccs3)c3cccc1c23 | 31% | 0.2 | 47 | 7% | 17% | 1% | -3.1% | / | -0.4% | 8%
CCC(=O)NC1=C(C#N)C2(CCCC2)Cc2ccccc21 | 13% | -0.2 | 57 | -11% | 13% | -1% | 0.1% | 0.0% | 0.5% | /
COc1cc(/C=N/NC(=O)c2cccc3ccccc23)cc(OC)c1OC | 7% | -1.3 | 50 | -3% | 10% | 2% | 1.5% | -1.3% | 0.2% | -2%
CC(=O)N1CCN(C(=S)c2ccc(-c3ccc(Cl)cc3)o2)CC1 | 12% | 1.1 | 74 | -9% | 22% | 6% | 2.9% | -0.2% | -0.1% | 8%
CCOc1ccc2nc(NC(=O)NC3CCCCC3)sc2c1 | 0% | 9.2 | 54 | ? | 6% | 8% | -0.4% | 0.5% | 0.5% | -2%
CC(=O)c1cc(CN2CCN(CCC(C)C)C(CCO)C2)cs1 (stereo unspecified) | 3% | 1.0 | 75 | -10% | 7% | 1% | -2.3% | -0.7% | 0.2% | -1%
Cc1cc(N/C(=N\S(=O)(=O)c2ccc(F)cc2F)c2ccccc2)no1 | 11% | 1.7 | 60 | -2% | -2% | -2% | 0.4% | / | 1.0% | -1%

The last two records of the part above are carried over, then new ones follow:
SMILES | Large T inhibition | NTR1 ag | NTR1 ag cell count 20 µM | AID2073 | Rac1 GTP hydrolysis | Siah-1 displacement | RSV antiviral HEp-2 | West Nile antiviral | K1F lysis inhibition | NS5 inhibitors | others
CC(=O)c1cc(CN2CCN(CCC(C)C)C(CCO)C2)cs1 (stereo unspecified) | 3% | 1.0 | 75 | -10% | 7% | 1% | -2.3% | -0.7% | 0.2% | -1%
Cc1cc(N/C(=N\S(=O)(=O)c2ccc(F)cc2F)c2ccccc2)no1 | 11% | 1.7 | 60 | -2% | -2% | -2% | 0.4% | / | 1.0% | -1%
CCOc1cc(/C=C2/C(=O)NN(c3cccc(Cl)c3)C2=O)ccc1O | 38% | 1.3 | 65 | 7% | ? | 2% | 1.2% | -1.2% | 0.2% | -69%
O=C(Cc1ccccc1[N+](=O)[O-])NCc1ccco1 | 27% | -0.7 | 40 | -10% | -1% | -5% | 0.8% | -0.6% | 1.1% | 2%
CSCc1nnc(NC(=O)c2ccc(S(=O)(=O)N(C)C)cc2)o1 | 7% | -1.4 | 90 | 1% | 4% | 2% | 1.9% | 1.0% | 0.1% | 2%
CCc1cc(C(=O)Cc2ccc(F)cc2)c(O)cc1O | 14% | 3.4 | 48 | 14% | 8% | -1% | 2.5% | -0.1% | -8.7% | -8%
O=C(CSc1nnc(CNC(=O)c2ccccc2)o1)NCCc1ccccc1 | 12% | 0.9 | 46 | 9% | 9% | -5% | 0.3% | -0.6% | -0.1% | -5%
COc1ccc(NC(=O)CSc2nnnn2C2CCCC2)c(OC)c1 | / | -1.8 | 43 | -2% | 2% | -5% | / | 1.0% | 0.0% | 16%
COc1ccc(-c2nnc(SC)n2C)cc1 | 8% | 1.7 | 75 | -4% | 11% | -2% | 0.5% | 0.1% | -0.5% | -2%
CCOc1ccc(CCNC(=O)COC(=O)c2cccc(S(=O)(=O)N3CCOCC3)c2)cc1OCC | 12% | 0.9 | 56 | / | 3% | / | 1.2% | / | 0.4%[50 µM] | -6%
Cc1nnc(NC(=O)COc2ccccc2)s1 | 8% | -0.2 | 42 | -3% | -1% | -4% | -1.4% | 0.0% | 1.2% | -6%
CCOC(=O)c1ccc(NC(=O)C2CC2)cc1 | 3% | 1.0 | 54 | 21% | 1% | -5% | 2.7% | -0.1% | 2.8% | 10%
COc1ccccc1NS(=O)(=O)c1cc(NC(=O)C(C)C)ccc1N1CCCCC1 | 10% | 3.1 | 72 | 13% | 12% | 5% | 11% | -2.1% | 0.3% | -7%
CC(C)(CNC(=O)c1ccc(S(=O)(=O)Nc2ccc(Cl)cc2)cc1)N1CCOCC1 | / | 3.7 | 50 | / | 4% | / | -0.2% | / | 0.4%[50 µM] | 1%
S=c1[nH]nc(COc2ccc(Cl)cc2)n1Cc1ccccc1 | 24% | 0.9 | 96 | -11% | 12% | 9% | 1.1% | -0.3% | 0.3% | -14%
CC(C)(C)NC(=S)N/N=C/c1cccnc1 | 4% | 1.1 | 63 | -16% | 10% | 13% | 2.3% | 0.0% | 0.4% | -10%
Cc1ccc(S(=O)(=O)N2CCC(=O)N(C(COCc3cccc(Cl)c3)C(C)C)CC2)cc1 (stereo unspecified) | 7% | 18 | 45 | -8% | 11% | 5% | 0.1% | 0.1% | 4.3% | 2%
Cc1ccc(S(=O)(=O)N2CCOCC2)cc1NC(=O)CNC(C)c1ccccc1 (stereo unspecified) | / | 3.8 | 55 | / | 25% | / | / | / | -2.0% | 1%
CCOC(=O)C(C(=O)OCC)C(Nc1cccc(Br)c1)c1ccccc1 (stereo unspecified) | 10% | 10 | 58 | 0% | 5% | 3% | 8.7% | -0.3% | 0.1% | -22%
c1ccc(-c2ccccn2)nc1 | 4% | 3.7 | 39 | 8% | -9% | 5% | 1.1% | -0.2% | -0.8% | -8%
Cc1c(C)n(C)c2ccc(C(=O)NCCN3CCOCC3)cc12 | 11% | -0.1 | 50 | 7% | 6% | -5% | 1.4% | -0.2% | 0.3% | -6%
Cc1ccc(S(=O)(=O)N2CCN(S(=O)(=O)N3CCCCC3)CC2)cc1C | 25% | -0.4 | 42 | 3% | 4% | -4% | 1.5% | -0.2% | 0.3% | -6%
Cc1cccc(OCC(=O)N(Cc2ccc(N(C)C)cc2)C2CCS(=O)(=O)C2)c1 (stereo unspecified) | 5% | 0.6 | 42 | 13% | 7% | -2% | / | -0.4% | 3.8% | 2%
O=C(NC1CCCCC1)C(c1ccc(F)cc1)N(Cc1ccc2c(c1)OCO2)C(=O)c1cnsn1 (stereo unspecified) | 15% | 2.2 | 41 | -1% | 10% | -4% | 0.8% | -0.4% | 0.1% | /
COC(=O)c1cc(Br)c(=O)n(-c2ccc(F)cc2)c1 | 15% | 1.0 | 59 | 8% | 9% | 3% | 1.9% | -0.5% | -1.1% | -8%
Cc1nc(-c2ccc(F)cc2)c(CC(=O)Nc2cc(S(=O)(=O)N3CCCCC3)ccc2C)s1 | 0% | -0.1 | 68 | / | 0% | / | 0.9% | / | -0.1%[50 µM] | -9%
CC1=C(C(=O)OCc2ccccc2)C(c2cccc([N+](=O)[O-])c2)NC(=O)N1C (stereo unspecified) | -2% | -0.8 | 49 | -3% | 3% | -4% | 6.4% | -1.0% | 0.5% | -16%
CCn1nnnc1SCC(=O)c1cc(OC)ccc1OC | 20% | 1.1 | 78 | -14% | 6% | -1% | 1.9% | 0.0% | 0.0% | 4% | NS5 inhibitors pilot replicate=0.9
COc1cccc(CNC(=O)C2CCC(=O)N(C3CC3)C2)c1OC (stereo unspecified) | / | -0.1 | 39 | 0% | 2% | 2% | / | 0.8% | 0.0% | -6%
O=C(NCC(=O)N1CC(O)CC1C(=O)N1CCCC1C(=O)OCc1ccccc1)OCc1ccccc1 (stereo unspecified) | -4% | 2.0 | 19 | -5% | 7% | 7% | -2.3% | 0.2% | -0.1% | 1%
CC(C)NC(=O)C1CCN(C(=O)c2cc3sccc3n2Cc2ccc(F)cc2)CC1 | 27% | 1.6 | 49 | 8% | 2% | -4% | -0.7% | -1.1% | 1.8% | -4%
Cc1ccc(OCC(=O)NCCNC(=O)c2cnccn2)cc1 | 14% | -0.1 | 53 | -2% | 10% | 4% | 0.7% | -0.6% | 0.0% | -4%
COc1ccccc1S(=O)(=O)Cc1ccc(C(=O)NCCCN2CCN(c3ccc(F)cc3)CC2)o1 | 7% | 0.4 | 51 | 0% | 3% | -5% | 0.3% | -1.1% | 0.5% | -3%
O=C(c1ccc(S(=O)(=O)N2CCCCCC2)cc1)N1CCN(c2ccccn2)CC1 | -4% | 1.1 | 60 | 2% | 7% | -2% | 0.8% | -0.4% | -0.2% | -6%
